EWS-Fli block – inhibitors of EWS/Fli oncoprotein transcriptional activity; inhibition, % at 12.6 µM; 350,000 compounds, 0.67% hits; A673 NR0B1-luciferase reporter, viability-normalised;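 active = mean inhibition of at least 50% after viability correction, with every replicate also passing that limit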;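 also: firefly luciferase signal divided by Alamar Blue viability fluorescence both relative to DMSO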
S100A4 inh HTS – S100A4-myosin IIA interaction inhibition; S100A4/TAMRA-MyoIIA peptide fluorescence polarization; inhibition, % at 10.7 µM; 360,000 compounds, 0.14% hits; AID 652163;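 active = mean inhibition of at least 70% across replicates, with every replicate also reaching that level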
Target sequence (P26447 whole entry, looked up): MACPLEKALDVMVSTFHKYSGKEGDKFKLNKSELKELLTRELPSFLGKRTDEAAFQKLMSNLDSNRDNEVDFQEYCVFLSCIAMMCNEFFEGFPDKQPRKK
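Assay system: human S100A4 monomer with TAMRA-labelled myosin IIA peptide / Buffer or medium: Calcium-containing HEPES buffer, pH 7.2 / Reagent: TAMRA-labelled myosin IIA heavy-chain peptide probe, 5 nM / Compound: one dose per compound / Timing: polarization read 5 min after assay mix addition, stable 5–60 min / Benchmarks: neutral control DMSO, positive control TFP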
ERAP1 inh – ERAP1 (human) enzyme inhibition. Q9NZ08. recombinant ERAP1, Leu-AMC fluorescence, 60 min. inhibition, % at 10.7 µM. 340,000 compounds, 0.15% hits. AID 652197;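 active = mean replicate inhibition of at least 30%, or all replicates individually reaching that 30% level; inactive = mean below 30% and not every replicate reaching it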;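 also: 0% = neutral control wells and 100% = L-leucinethiol positive control wells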
Target sequence (Q9NZ08 whole entry, looked up): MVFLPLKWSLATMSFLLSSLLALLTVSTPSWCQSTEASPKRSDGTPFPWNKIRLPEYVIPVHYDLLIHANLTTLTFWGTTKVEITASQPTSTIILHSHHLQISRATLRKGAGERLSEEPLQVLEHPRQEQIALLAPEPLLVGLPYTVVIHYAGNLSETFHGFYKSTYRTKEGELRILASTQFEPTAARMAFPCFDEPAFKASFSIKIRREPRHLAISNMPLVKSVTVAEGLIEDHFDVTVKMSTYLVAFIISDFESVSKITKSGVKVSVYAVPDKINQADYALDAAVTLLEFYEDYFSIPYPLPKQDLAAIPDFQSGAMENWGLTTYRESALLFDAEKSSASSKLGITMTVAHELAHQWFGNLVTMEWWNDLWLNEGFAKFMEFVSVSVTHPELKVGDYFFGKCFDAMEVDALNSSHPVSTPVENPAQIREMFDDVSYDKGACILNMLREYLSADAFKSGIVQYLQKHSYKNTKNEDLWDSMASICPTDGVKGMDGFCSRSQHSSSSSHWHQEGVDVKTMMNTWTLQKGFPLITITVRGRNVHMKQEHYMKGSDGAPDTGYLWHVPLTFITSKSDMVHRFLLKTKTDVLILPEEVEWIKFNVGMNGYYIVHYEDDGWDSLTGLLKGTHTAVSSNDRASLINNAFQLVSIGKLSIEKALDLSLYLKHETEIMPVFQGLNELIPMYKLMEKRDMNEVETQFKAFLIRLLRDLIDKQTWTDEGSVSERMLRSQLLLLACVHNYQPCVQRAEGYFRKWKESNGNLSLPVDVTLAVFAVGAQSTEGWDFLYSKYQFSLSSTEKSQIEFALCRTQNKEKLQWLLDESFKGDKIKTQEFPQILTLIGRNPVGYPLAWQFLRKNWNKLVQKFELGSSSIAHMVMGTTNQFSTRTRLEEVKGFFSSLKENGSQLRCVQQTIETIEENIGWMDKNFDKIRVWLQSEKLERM
PAX8 inh HTS – PAX8 transcriptional activity inhibition | RMG-I TPO-luciferase reporter, SteadyGlo, 24 h | inhibition, % at 12.6 µM | 360,000 compounds, 1.2% hits;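 active = mean replicate inhibition at least 60% with every replicate also reaching 60%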;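 also: luciferase light reporting Pax8 driven TPO promoter activity; plate controls were median of neutral control wells for no effect and mitoxantrone controls for full effect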
FN deposit inh – fibronectin deposition inhibition; inhibition, % at 12.6 µM; AID 743247; AH1F fibroblasts, Alexa488-fibronectin deposition fluorescence, overnight; 350,000 compounds, 0.086% hits;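 active = mean inhibition across replicates of 30% or more, regardless of how many single replicates reach that level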;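 also: positive control wells lacked labelled fibronectin entirely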
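Assay system: AH1F fibroblast monolayer, labelled fibronectin deposition. Amount: 10000 cells per well. Also added: labelled fibronectin 24 nM. Compound: single-point pinned compound. Incubation: cell attachment 1 h, compound and FN exposure overnight. Detection: fluorescence after three HBSS washes, excitation 485 nm, emission 525 nm. Read-out: inhibition of fibronectin deposition signal.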
LGR2 antag – blocks bursicon-induced cAMP signaling via Drosophila LGR2; HEK293 LGR2, CRE-luciferase, bursicon-stimulated, 4 h; inhibition, % at 9.99 µM; 380,000 compounds, 0.35% hits;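 active = drop in luminescence signal, shown as inhibition above about 50% in the replicate tests, limit read from the data, passing the limit was not always enough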;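 also: agonist challenge used bursicon conditioned medium at about half maximal strength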
PglD DTNB – blocks C. jejuni PglD acetyltransferase activity; purified PglD enzyme, DTNB colorimetric CoA detection; inhibition, % at 12.5 µM; 360,000 compounds, 0.098% hits; in the data active = inhibition above about 16%, passing the limit was not always enough; also: strong numbers were not always called active
PGC1a acetyl inh – PGC1a acetylation modulation, inhibitor mode | U2OS PGC1a acetylation, AlphaScreen anti-acetyl-lysine; with virally co-expressed GCN5 acetyltransferase | inhibition, % at 15.6 µM | AID 651687 | 350,000 compounds, 0.17% hits;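 active = every replicate shows inhibition of at least 40%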;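 also: 0% = neutral control wells and 100% = positive control wells; some results beyond the cut were filed as inactive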
Starred values were filed as active, the others as inactive; . = not tested or not shown; & = joins results of further samples.

compound	EWS-Fli block	S100A4 inh HTS	ERAP1 inh	PAX8 inh HTS	FN deposit inh	LGR2 antag	PglD DTNB	PGC1a acetyl inh
COc1ccc(/C=N/NC(=O)c2cc(-c3ccccc3)nc3ccccc23)c(OC)c1	-8	4	0	10	-5	-18	.	.
CN1C(=O)c2cc(NC(=O)Nc3cccc(Cl)c3)ccc2OC[C@@H]2O[C@H](CC(=O)NCCc3ccncc3)CC[C@@H]21	-5	14	1	5	7	8	-2	-6
Nc1ccn(C2OC(COP(=O)(O)O)C(O)C2O)c(=O)n1 (stereo not given)	50	-19	-2	12	1	20	.	-1
O=C(CN1C(=O)NC(Cc2c[nH]c3ccccc23)C1=O)NC1CC1 (stereo not given)	5	1	-7	-4	5	-8	12	-2
C[C@@H]1CN([C@H](C)CO)S(=O)(=O)c2ccc(-c3cncnc3)cc2O[C@H]1CN(C)C(=O)CN(C)C	1	-3	0	.	1	0	-1	4
COCCNc1ncnc2c1ncn2[C@H]1CN(Cc2ccccc2)C[C@@H](CO)O1	3	-6	-3	13	2	-1	3	6
NC(=O)COc1ccc(NC(=O)c2ccccc2-c2ccccc2)cc1	-4	-3	2	0	1	19	.	5
O=C(C[C@@H]1CC[C@@H]2[C@H](COC[C@H](O)CN2C(=O)Nc2cc(Cl)cc(Cl)c2)O1)N1CCCCC1	3	24	-2	11	-3	-6	-2	6
C[C@@H]1CN([C@H](C)CO)C(=O)c2cc(-c3ccccc3)cnc2O[C@@H]1CN(C)C	-4	-11	0	.	6	9	1	11
COC(=O)N1CCCCC1c1cc(C(=O)NCc2ccc(F)cc2)no1 (stereo not given)	0	-8	13	-17	-2	19	4	-13
COC(=O)c1sc(N2C(=O)C(O)=C(C(=O)c3ccc(C)o3)C2c2ccco2)nc1C (stereo not given)	.	-3	-3	6	2	10	-12	.
Cc1ccc(C)c(S(=O)(=O)N2CCN(C(=O)Nc3ccccc3)CC2)c1	2	-4	-2	.	-1	3	6	6
OC[C@@H]1[C@H](c2ccccc2)C2(CN(CCC(F)(F)F)C2)N1Cc1nccs1	0	8	-1	.	-2	13	.	12
C[C@@H]1CCCCO[C@@H](CN(C)S(=O)(=O)c2ccc(F)cc2)[C@@H](C)CN([C@H](C)CO)C(=O)c2cc(NS(=O)(=O)c3ccc(Cl)cc3)ccc2O1	0	-12	2	33	-4	13	-1	4
C[C@@H]1CN([C@@H](C)CO)C(=O)c2cccc(NC(=O)c3cnccn3)c2O[C@H]1CN(C)CC1CC1	5	11	-1	.	.	-6	2	10
CN1C(=O)N(C)c2ccc(Br)c3cccc1c23	-2	2	0	-28	11	6	-2	9
Cc1ccc(S(=O)(=O)N2CCOCC2)cc1C(=O)Nc1ccccc1N1CCOCC1	-3	3	1	-3	-15	1	1	6
C[C@H](CO)N1C[C@H](C)[C@@H](CN(C)Cc2cncnc2)Oc2cc(-c3cccnc3)ccc2S1(=O)=O	5	5	3	.	-11	4	0	9
CCOC(=O)c1sc(-c2ccccc2)cc1N	.	.	.	-157	-2	.	-4	-13
Cc1ccc(/C(N)=N/OC(=O)CSc2ccccc2)cc1	-25	-28	4	-140	-2	-64	.	.
O=C(O)c1cccc(NC(=O)c2ccc(Cl)c(S(=O)(=O)N3CCCCCC3)c2)c1	1	-20	-14	-40	-2	-5	.	.
CC1(C)CC(=O)/C(=C(\O)CCCN2C(=O)c3ccccc3C2=O)C(=NCCO)C1	4	6	6	0	.	-2	.	7
COc1ccc2c(c1)CCC1(C)CC(=O)C=C21 (stereo not given)	10	-9	0	-9	1	-2	-2	-6
COc1ccc(-c2cc(C(=O)NN)[nH]n2)cc1OC	2	1	-1	17	1	-45	.	-4
C=CCNC(=O)c1cnc(-c2ccccc2)nc1-c1ccccc1	17	2	2	11	-1	-7	0	3
CN1C(=O)c2ccccc2Sc2ccc(C(=O)O)cc21	14	-7	6	10	-2	22	4	-3
COC(=O)c1c(NC(=O)c2cccnc2)sc(C(=O)N(C)C)c1C	-12	9	0	-11	13	3	.	.
CN(C)C(=O)c1cccc(-c2ccc([C@@H]3[C@H](CO)N4CCCCN(C(=O)C5CCCC5)C[C@@H]34)cc2)c1	-4	-1	2	15	.	.	0	1
N#C/C(=C\c1cccc(O)c1)c1nc2ccccc2o1	-30	0	6	-1	0	-71	2	-4
Cc1noc(C)c1S(=O)(=O)N(C)C[C@@H]1OCCCC[C@@H](C)Oc2ccc(NS(=O)(=O)c3ccccc3)cc2C(=O)N([C@@H](C)CO)C[C@H]1C	4	-5	-1	-2	8	1	2	-12
CC1(C)CCC(=O)N(c2ccc(OC(F)(F)F)cc2)C1=O	-9	3	1	-24	-4	-22	-12	-6
COC(=O)c1cccc(C23CC4(C2)[C@H](CN(Cc2cccnc2)[C@@H]4c2ccccc2)C3c2ccc(C(F)(F)F)cc2)c1 (stereo not given in full)	-7	.	.	15	-1	-2	.	.
Cc1ccc(S(=O)(=O)Nc2ccc3c(c2)nc(C)n3C)cc1	-26	-16	-2	6	-5	17	.	-4
C=C(C)Cc1c(C)c(C#N)c2nc3ccccc3n2c1NCCCN(C)C	-11	3	0	-1	-8	-10	2	-5
Cc1ccc(C(=O)NNC(=O)c2ccc3ccccc3c2)cc1	-83	6	-1	-154	.	-29	5	2
COc1ccc(NC(=O)CCNS(=O)(=O)c2ccc3c(c2)c(=O)n(C)c(=O)n3C)cc1	.	.	.	.	3	-1	2	-3
CC1=C(C(=O)OCc2ccccc2)C(c2ccccc2Cl)NC(=O)N1CCCC(=O)O (stereo not given)	5	1	3	-2	1	1	0	-8
CC(C)CN1C(=O)C(=O)N(CC(=O)N(C)CC(=O)Nc2ccc(F)cc2)C1=O	4	-1	-4	3	7	3	-7	.
CCCOc1ccc(C(=O)NNC(=S)NC(=O)c2ccccc2[N+](=O)[O-])cc1	9	8	2	-24	9	3	13	12
COc1cc(CNCc2ccc(C(=O)O)cc2)ccc1OCc1ccc(F)cc1	0	1	-16	0	0	-9	6	.
O=C(Cc1c[nH]c2ccccc12)Nc1ccccc1N1CCOCC1	17	-4	1	13	.	0	3	-3
COc1cccc(N2CC(C(=O)Nc3ccc(C(=O)OC(C)C)cc3)CC2=O)c1 (stereo not given)	.	-1	-2	.	.	-28	3	.
C[C@@H]1[C@H]2CCCC[C@H]2CN(C(=O)OC(C)(C)C)[C@@H]1CC(=O)c1ccccc1	11	-2	-4	-5	1	9	-3	.
Cc1cc2nc(-c3ccc(F)cc3)c(Cc3cccc(Cl)c3)n2c(C)c1Br	-17	-19	12	-3	0	-7	.	.
CO[C@H]1CN(C)C(=O)c2cc(NC(=O)c3cnccn3)ccc2OC[C@@H](C)N(CCc2ccccc2)C[C@@H]1C	-1	-9	2	8	-4	8	1	-3
O=c1cc(CSc2nnc(-c3ccccc3)o2)c2ccccc2[nH]1	-2	9	-1	-24	-5	-21	-5	7
O=C(NCCC(=O)N(Cc1ccco1)Cc1cccs1)c1ccc([N+](=O)[O-])cc1	4	0	-3	-8	.	9	-1	-12
O=C(OCC(=O)N1N=C(c2ccc(Cl)cc2)CC1c1ccco1)c1ccco1 (stereo not given)	-10	-12	6	-5	12	-1	.	-7
CN(C)c1ccc(/C=N/N=C2/NC(=O)/C(=C/c3ccc([N+](=O)[O-])cc3)S2)cc1	.	.	.	-11	2	.	0	-81
O=C(COC(=O)c1ccc(O)cc1O)NC(=O)c1ccccc1	1	-2	2	-9	-3	10	6	6
COc1ccc(NC(=O)CSc2nnc(-c3cccnc3)o2)c(OC)c1	0	-1	-1	-14	-1	17	1	.
CC(C)N1CCN(C(=O)c2cccc(Cl)c2)CC1	2	0	5	12	7	5	5	-24
NC(=O)C1CCN(C(=O)CN2C(=O)c3ccccc3S2(=O)=O)CC1	.	.	.	.	-1	15	-3	0
CCCc1cc(NCCCN(C)C)n2c(nc3ccccc32)c1C#N	-11	-4	-21	2	-4	-1	-11	-13
C[C@H](CO)N1C[C@H](C)[C@@H](CN(C)Cc2cncnc2)Oc2cc(C#C[C@@H](C)O)ccc2S1(=O)=O	-8	.	.	5	-13	-24	-4	6
COc1cccc(-c2ccc(C3[C@@H]4CN(S(=O)(=O)c5cn(C)cn5)C[C@H]3N4)cc2)c1 (stereo not given in full)	-5&-16	.	.	3&39	-3&-2	-8&29	.	0&3
CC1(c2nc3ccccc3[nH]2)CCCC2=Nc3ccccc3CN21 (stereo not given)	6	0	.	14	-2	1	.	.
COc1ccc(NC(=O)CCc2nc3ccccc3s2)c(OC)c1	-11	-3	-1	24	0	-37	.	-4
CCCC[C@@H]1Cc2[nH][nH]c(=O)c2[C@H](c2ccc3ccccc3c2)O1	52*	1	-1	-3	-19	-7	.	.
CCCCc1ccc(NC(=S)NCc2cccc(OC)c2)cc1	9	-2	-3	6	.	5	2	-4

Some of the entries so far, with each value named:
COc1ccc(NC(=O)CSc2nnc(-c3cccnc3)o2)c(OC)c1
- EWS-Fli block: 0
- S100A4 inh HTS: -1
- ERAP1 inh: -1
- PAX8 inh HTS: -14
- FN deposit inh: -1
- LGR2 antag: 17
- PglD DTNB: 1
- PGC1a acetyl inh: .
CC(C)N1CCN(C(=O)c2cccc(Cl)c2)CC1
- EWS-Fli block: 2
- S100A4 inh HTS: 0
- ERAP1 inh: 5
- PAX8 inh HTS: 12
- FN deposit inh: 7
- LGR2 antag: 5
- PglD DTNB: 5
- PGC1a acetyl inh: -24
NC(=O)C1CCN(C(=O)CN2C(=O)c3ccccc3S2(=O)=O)CC1
- EWS-Fli block: .
- S100A4 inh HTS: .
- ERAP1 inh: .
- PAX8 inh HTS: .
- FN deposit inh: -1
- LGR2 antag: 15
- PglD DTNB: -3
- PGC1a acetyl inh: 0
CCCc1cc(NCCCN(C)C)n2c(nc3ccccc32)c1C#N
- EWS-Fli block: -11
- S100A4 inh HTS: -4
- ERAP1 inh: -21
- PAX8 inh HTS: 2
- FN deposit inh: -4
- LGR2 antag: -1
- PglD DTNB: -11
- PGC1a acetyl inh: -13

Remaining list, next part.
compound	EWS-Fli block	S100A4 inh HTS	ERAP1 inh	PAX8 inh HTS	FN deposit inh	LGR2 antag	PglD DTNB	PGC1a acetyl inh
Cc1cc(C)c2c(c1)OC(O)(C(F)F)CC2=O (stereo not given)	2	-3	1	.	.	-2	0	0
CC(=O)c1cccc(S(=O)(=O)N2CCC(C(=O)OC3CCOC3=O)CC2)c1 (stereo not given)	-2	3	-1	-14	3	-1	-3	7
O=C(Cc1ccc(Cl)cc1)Nc1ccc(-c2nnc(-c3ccco3)o2)cc1	.	.	.	-13	-6	.	3	5
CN(CC(=O)Nc1cccc(F)c1)C(=O)CCCNC(=O)c1ccc(Cl)cc1	-72	1	0	-119	-4	7	-1	.
CC(C)(C)OC(=O)N1CCC[C@H]1C(=O)Nc1ccc(C#N)cc1	-8	0	13	7	1	-8	-2	8
CC(C)CCN(Cc1ccco1)S(=O)(=O)c1csc(C(N)=O)c1	1	5	-2	-9	1	13	4	3
CC(=O)c1ccc(NC(=O)CSc2nnc(Cc3cccn3C)n2-c2ccc(F)cc2)cc1	-8	-2	3	6	11	3	0	.
CCN(CC)S(=O)(=O)c1cccc(-c2nnc(SCC#N)n2Cc2ccccc2)c1	.	.	.	10	-2	.	10	7
CCOC(=O)CNC(=O)c1ccc2[nH]c3c(c2c1)CCCC3	-4	5	6	.	.	-11	-6	.
Cc1ccc2c(c1)C(=O)C(=O)N2c1ccc(Cl)cc1	2	-2	.	9	-1	9	-6	-3
Cc1ccccc1NC(=O)C(=O)NCCCN1CCCC1=O	-41	0	0	-35	.	-17	-6	6
C/C=C(\C)CN1CCC(n2nccc2NC(=O)c2ccc(OC)cc2)CC1	4	-3	4	3	-1	4	-5	.
CN1CCN(C(=O)c2ccc(CSc3ccc(Cl)cc3)cc2)CC1	-1	-2	4	47	2	6	.	.
